Screening data (PubChem BioAssay)
PLAP inhibitors HTS – PLAP enzyme inhibitors, biochemical, luminescence, HTS (AID 690) | purified PLAP, luminescent substrate; higher % means a stronger effect | inhibition, % at 20 µM, or IC50 in µM where a hit was titrated | actives 0.08% (n = 96,000); in the data active means a potency from the dose series; inactive means the rest, 99 in 100 with inhibition below about 30%; further: strong numbers were not always called active
IL1B NFkB pot – enhances IL-1B driven NFkB nuclear translocation; HUVEC IL-1B NFkB p65 nuclear translocation imaging; activation, % at 2 µM; actives 0.3% (n = 94,000);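 active means activation above 40%, about the mean plus 3 SD, also judged a hit on visual image review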;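 further: percent activation is computed from the nuclear over cytoplasmic p65 intensity ratio; values of inactives mirror those of a sister screen read the other way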
MRP resist rev – reverses drug resistance mediated by MRP; H69AR cells + 2 uM doxorubicin, CellTiter-Glo, 72 h; differential viability (reversal), % at 10 µM; actives 0.04% (n = 85,000);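 active means viability drop by adding the cancer drug above about 55%, with treated viability meeting a 40% cutoff, limit read from the data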;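 further: viability without doxorubicin minus viability with 2 µM doxorubicin for each compound; larger differential means the compound sensitizes cells more to doxorubicin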
NFkB transloc inh – blocks IL-1B driven NFkB nuclear translocation in HUVEC cells | HUVEC IL-1B NFkB p65 nuclear translocation imaging | inhibition, % at 2 µM | actives 0.43% (n = 94,000);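 active means inhibition above about 30% together with a positive call from visual inspection of the well image, limit read from the data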;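 further: nuclear over cytoplasmic p65 intensity ratio measured by imaging; 0% = IL-1B stimulated DMSO wells and 100% = unstimulated DMSO wells; values of inactives mirror those of a sister screen read the other way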
Bcl-B TR3 displacers – displacers of TR3 peptide from Bcl-B, primary screen, selectivity assay for Bfl-1 inhibitor project, biochemical, fluorescence polarization; actives 0.11% (n = 96,000); one-dose displacement, % at 20 µM; IC50 in µM for titrated hits; FP displacement of FITC-TR3 peptide from Bcl-B; higher % means a stronger effect;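 active means displacement above 50% at 20 µM plus a fluorescence interference ratio under 1.5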;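 further: plate controls were wells without compound for no effect and wells lacking Bcl-B protein for full effect; a part of the inactive calls stands beside numbers as strong as those of hits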
MRP resist rev cytotoxicity – also measured in MRP resist rev; calls as there; viability, %; H69AR cells, CellTiter-Glo, 72 h; measured here: cytotoxicity without doxorubicin
MRP resist rev with doxorubicin – also measured in MRP resist rev; calls as there; viability, %; measured here: viability with 2 uM doxorubicin; stronger effect = lower value
NFkB transloc inh cell count 2 µM – further read-out of NFkB transloc inh, marked with its call; cell count; measured here: cells passing quality filter;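 raw number of nuclei counted in each imaged well without normalization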
IL1B NFkB pot cell count 2 µM – further read-out of IL1B NFkB pot, marked with its call; cell count; measured here: cells passing quality filter
* = called active by the depositor; · = no result given. Some of the compounds tested; count on the stated rates, not on these rows.

The opening 5 compounds, to show the layout:
SMILES	PLAP inhibitors HTS	IL1B NFkB pot	IL1B NFkB pot cell count 2 µM	MRP resist rev	MRP resist rev cytotoxicity	MRP resist rev with doxorubicin	NFkB transloc inh	NFkB transloc inh cell count 2 µM	Bcl-B TR3 displacers
CSCC[C@H](NC(=O)OC(C)(C)C)c1nnc(SCC(N)=O)o1	-46.3%	·	·	3.6	89.0	85.3	·	·	3.1%
CC(C)c1nc(NCc2ccccc2)c(C#N)c2c1CCCC2	2.2%	11.7	90	·	·	·	-11.7	90	-8.1%
Cc1ccc(/C=N/c2sc3c(c2C#N)CCCCC3)o1	11.7%	-3.5	124	-3.4	97.0	100.4	3.5	124	-4.3%
CCOc1ccc(-c2nnc(-c3ccco3)o2)cc1	25.4%	7.0	80	-8.9	83.1	92.0	-7.0	80	1.9%
CCN(CC)CCN1C(=O)C2C3c4ccccc4C(c4ccccc43)C2C1=O (stereo unspecified)	-62.6%	·	·	-1.5	93.4	94.8	·	·	-0.6%

All compounds of this part, previewed entries included:
SMILES	PLAP inhibitors HTS	IL1B NFkB pot	IL1B NFkB pot cell count 2 µM	MRP resist rev	MRP resist rev cytotoxicity	MRP resist rev with doxorubicin	NFkB transloc inh	NFkB transloc inh cell count 2 µM	Bcl-B TR3 displacers
CSCC[C@H](NC(=O)OC(C)(C)C)c1nnc(SCC(N)=O)o1	-46.3%	·	·	3.6	89.0	85.3	·	·	3.1%
CC(C)c1nc(NCc2ccccc2)c(C#N)c2c1CCCC2	2.2%	11.7	90	·	·	·	-11.7	90	-8.1%
Cc1ccc(/C=N/c2sc3c(c2C#N)CCCCC3)o1	11.7%	-3.5	124	-3.4	97.0	100.4	3.5	124	-4.3%
CCOc1ccc(-c2nnc(-c3ccco3)o2)cc1	25.4%	7.0	80	-8.9	83.1	92.0	-7.0	80	1.9%
CCN(CC)CCN1C(=O)C2C3c4ccccc4C(c4ccccc43)C2C1=O (stereo unspecified)	-62.6%	·	·	-1.5	93.4	94.8	·	·	-0.6%
CC(=O)Nc1ccc(SCC(=O)c2cc(C)n(C)c2C)cc1	-32.6%	-9.8	197	-4.6	79.8	84.3	9.8	197	-0.5%
Cc1nnnn1-c1cccc(C(=O)O)c1	11.5%	15.8	169	-8.8	90.1	98.8	-15.8	169	-3.0%
CC(NC(=O)CCNS(=O)(=O)c1ccc2c(c1)c(=O)n(C)c(=O)n2C)c1ccccc1 (stereo unspecified)	11.4%	9.8	194	·	·	·	-9.8	194	-8.5%
C/C(=N\NC(=O)Cc1csc(N2CCOCC2)n1)c1ccccc1	-8.5%	0.6	86	13.0	85.4	72.5	-0.6	86	-3.1%
CC(=O)N1CCC(N(CCN2CCOCC2)C(=O)Nc2ccc(Cl)c(Cl)c2)CC1	·	-15.6	152	13.2	80.6	67.4	15.6	152	·
COc1ccccc1NS(=O)(=O)c1ccc(C)c(C(=O)NCC2CCCO2)c1 (stereo unspecified)	2.3%	1.8	102	-1.8	89.0	90.8	-1.8	102	15.5%
O=C(Cc1cccc2ccccc12)NNC(=O)c1cccs1	-53.1%	5.9	162	·	·	·	-5.9	162	-3.3%
O=C1c2cccc3c(Nc4ccccc4Cl)c([N+](=O)[O-])cc(c23)C(=O)N1CCO	-0.6%	-0.9	97	·	·	·	0.9	97	24.2%
O=C(CSc1nnc(-c2cccnc2)o1)c1cc2ccccc2oc1=O	-31.5%	-3.5	160	-7.1	59.2	66.3	3.5	160	-4.7%
O=C(O)CCOc1ccc2c(c1)OCCO2	15.2%	18.2	123	3.5	95.4	91.9	-18.2	123	5.0%
O=C(O)C1CCCCC1C(=O)Nc1ccc2c(c1)CCC2 (stereo unspecified)	3.6%	10.8	193	14.7	91.5	76.8	-10.8	193	-8.4%
Cn1c(Sc2nc3ccccc3n2C)nc2ccccc21	14.4%	13.0	137	-0.9	53.8	54.6	-13.0	137	-9.8%
COc1ccc(NC(=O)CSc2nc(-c3ccc(C)cc3)cc(C(F)(F)F)c2C#N)cc1	1.6%	-1.6	106	·	·	·	1.6	106	-39.2%
COc1cc(NC(=O)C2CCCN(S(=O)(=O)c3cnc[nH]3)C2)cc(OC)c1 (stereo unspecified)	-47.7%	7.8	151	14.5	95.7	81.2	-7.8	151	-11.8%
CCOC(=O)Cc1csc(NC(=O)CSc2nc3sc(C(=O)O)c(C)c3c(=O)[nH]2)n1	-45.9%	11.1	188	-4.1	108.3	112.4	-11.1	188	-6.7%
O=C(O)CCSc1nc(C(F)(F)F)cc(=O)n1-c1ccccc1	-24.5%	-1.2	122	·	·	·	1.2	122	-0.2%
CNC(=O)Cn1c(=O)n(C)c2ccccc21	7.0%	2.5	152	9.3	96.2	86.9	-2.5	152	-4.1%
OCCN1CCN(CC(O)COc2ccc3ccccc3c2)CC1 (stereo unspecified)	-18.2%	19.2	173	-3.0	77.0	80.0	-19.2	173	2.2%
CCCCCCCC(=O)NN1CCOCC1	-1.5%	6.2	161	·	·	·	-6.3	161	-6.7%
COc1ccc(C2c3cc(OC)c(OC)cc3CCN2C2CC(=O)N(c3ccccc3)C2=O)cc1OC (stereo unspecified)	-66.2%	7.1	75	3.8	91.7	88.0	-7.1	75	-13.6%
SMILES	PLAP inhibitors HTS	IL1B NFkB pot	IL1B NFkB pot cell count 2 µM	MRP resist rev	MRP resist rev cytotoxicity	MRP resist rev with doxorubicin	NFkB transloc inh	NFkB transloc inh cell count 2 µM	Bcl-B TR3 displacers
CCOc1cc(S(=O)(=O)N2CCC(Cc3ccccc3)CC2)c(OCC)cc1-n1cnnn1	-77.1%	·	·	32.6	83.5	51.0	·	·	-1.6%
CC(C)CCNC(=O)C1CCN(S(=O)(=O)c2ccc3c(c2)CCC(=O)N3)CC1	7.4%	11.0	180	8.2	90.3	82.0	-11.0	180	-12.3%
Fc1ccc(NC(=S)NCCc2ccccc2)c(F)c1F	29.2%	8.3	46	·	·	·	-8.3	46	-5.8%
N#CCC(CNc1ncc(C(F)(F)F)cc1Cl)OC(=O)c1ccc(Cl)cc1Cl (stereo unspecified)	-6.0%	10.9	132	·	·	·	-10.9	132	2.6%
CC(C)NC(=O)Cn1c(SCC(=O)N2c3ccccc3CC2C)nc2ccccc21 (stereo unspecified)	-1.0%	5.8	128	7.7	92.1	84.4	-5.8	128	2.1%
CCN1C(=O)NC(c2cc(Br)ccc2OC)C(C(=O)OC)=C1C (stereo unspecified)	·	-6.7	161	-4.4	73.0	77.4	6.7	161	·
COc1cc2c(cc1NC(=O)Nc1ccccc1)oc1ccccc12	18.8%	6.4	156	·	·	·	-6.4	156	-7.7%
CCOc1ccc(S(=O)(=O)N2CCCC2)cc1	-20.1%	23.5	161	4.6	101.1	96.5	-23.5	161	3.9%
COc1cccc(C2/C(=C(/O)c3ccccc3)C(=O)C(=O)N2CCCC(=O)O)c1 (stereo unspecified)	-2.0%	-6.5	215	0.3	97.4	97.1	6.5	215	-9.1%
COc1ccc(-n2c(SCC(=O)NNC(=O)c3ccccc3C)nnc2-c2ccncc2)cc1	-107.2%	-3.3	72	·	·	·	3.3	72	-4.5%
O=C(Nn1cnnc1)C(c1ccccc1)c1ccccc1	7.6%	14.0	155	4.6	95.4	90.8	-14.0	155	-5.7%
C=CCOc1ccc(CNc2nccs2)cc1OC	·	7.9	76	2.2	98.7	96.5	-7.9	76	·
Cc1nnc2sc(-c3cccc4ccccc34)nn12	8.4%	14.3	143	21.9	94.8	72.9	-14.3	143	3.0%
CCC(OC(=O)c1cccs1)C(=O)NCc1ccco1 (stereo unspecified)	-35.3%	0.0	153	6.0	104.7	98.8	0.0	153	-7.4%
OCCn1nc2c3ccccc3nc-2n(-c2ccccc2)c1=S	8.1%	-19.4	124	-0.8	76.2	77.0	19.4	124	0.7%
Cc1cc2ncn(/N=C/c3ccc(-c4ccccc4)o3)c2cc1C	-4.4%	-18.9	168	9.5	89.6	80.0	18.9	168	-6.5%
Cc1cc(-c2nnc(-c3ccccc3)c(-c3ccccc3)n2)c(C)o1	-49.8%	21.0	114	-2.6	81.2	83.8	-21.0	114	-14.0%
NC(=O)NC(Cc1ccccc1)C(=O)O (stereo unspecified)	8.2%	·	·	20.8	98.6	77.8	·	·	-4.2%
C=CCNC(=O)CN(c1cccc(Br)c1)S(C)(=O)=O	7.4%	7.7	180	3.9	101.1	97.2	-7.7	180	-3.5%
CC(C)CNS(=O)(=O)c1ccc(CCC(=O)NCc2cccnc2)cc1	7.5%	·	·	13.6	96.7	83.1	·	·	-0.5%
Cc1c(C(=O)N2CC(C)OC(C)C2)oc2ccccc12 (stereo unspecified)	-18.7%	·	·	8.7	95.1	86.4	·	·	-4.3%
CCOc1cc(/C=C2\CCC/C(=C\c3cc(Cl)c(O)c(OCC)c3)C2=O)cc(Cl)c1O	26.7%	-0.9	131	·	·	·	0.9	131	-86.6%
CCCCC(=O)Nc1ccc(C(=O)OC2CCCCC2)cc1	-13.9%	12.7	162	5.8	87.5	81.6	-12.7	162	-15.3%
O=[N+]([O-])c1cnccc1Nc1ccccc1	11.3%	10.4	170	5.3	91.6	86.3	-10.4	170	3.0%
COc1cccc(/C(O)=C2/C(=O)C(=O)N(c3ccccn3)C2c2ccc(OC)c(OC)c2)c1 (stereo unspecified)	4.7%	39.1	155	0.0	79.4	79.3	-39.1	155	-9.6%

Just NFkB transloc inh cell count 2 µM, for some of the entries so far:
Molecule	NFkB transloc inh cell count 2 µM
CCOc1ccc(S(=O)(=O)N2CCCC2)cc1	161
COc1cccc(C2/C(=C(/O)c3ccccc3)C(=O)C(=O)N2CCCC(=O)O)c1 (stereo unspecified)	215
COc1ccc(-n2c(SCC(=O)NNC(=O)c3ccccc3C)nnc2-c2ccncc2)cc1	72

Following part.
SMILES	PLAP inhibitors HTS	IL1B NFkB pot	IL1B NFkB pot cell count 2 µM	MRP resist rev	MRP resist rev cytotoxicity	MRP resist rev with doxorubicin	NFkB transloc inh	NFkB transloc inh cell count 2 µM	Bcl-B TR3 displacers
COC(=O)C1C(c2ccc(OC)c(OC)c2)NC(c2ccc(OC)c(OC)c2)C(C(=O)OC)S1(=O)=O (stereo unspecified)	·	1.2	113	-41.6	58.6	100.2	-1.2	113	·
CCNc1oc(-c2cccc3ccccc23)nc1C#N	11.1%	-2.6	151	7.0	78.6	71.7	2.6	151	-2.1%
COc1ccc(S(=O)(=O)NCc2cn3c(C)csc3n2)cc1F	-10.8%	-0.7	48	-8.1	84.3	92.4	0.7	48	1.0%
Cc1ccc(NCCC(=O)c2ccc(Cl)c(Cl)c2)cc1	-8.7%	-0.9	138	·	·	·	0.9	138	-0.2%
CC(C)(C)C1CCC2(CC1)Nc1cccc3cccc(c13)N2	-8.0%	0.5	148	-0.8	96.6	97.3	-0.5	148	-38.0%
Cc1cc(C)n2cc(CSc3nnnn3C)nc2n1	1.0%	11.6	140	6.5	90.0	83.5	-11.6	140	10.4%
Cc1[nH]c2ccccc2c1C1(O)C(=O)N(C(C)C)c2ccccc21 (stereo unspecified)	-4.6%	3.3	154	-13.1	47.0	60.1	-3.3	154	4.3%
CCN1CCN(C(=O)c2ccc(CSc3ccc(C)cc3)cc2)CC1	-29.7%	-3.1	127	·	·	·	3.1	127	4.8%
CCn1c(O)c(/C=N/N=C2CCCC2)c2ccc(C3=NNC(=O)CC3)cc21	-14.2%	-7.2	123	·	·	·	7.2	123	3.2%
O=C(NCc1cccs1)C1CCN(S(=O)(=O)c2cccc3cccnc23)CC1	0.1%	-1.4	179	20.4	101.0	80.5	1.4	179	-68.4%
O=C(Cn1cnc2c(nnn2Cc2ccc(Cl)cc2)c1=O)NC1CCCC1	-1.0%	2.3	110	·	·	·	-2.3	110	-5.6%
CCCCNC(=O)C(C#N)c1nc2ccccc2nc1N1CCCC1 (stereo unspecified)	8.5%	·	·	11.1	99.7	88.6	·	·	21.2%
COc1cccc(NC(=O)Nc2c(C)n(C)n(-c3ccccc3)c2=O)c1	-1.9%	-6.7	145	4.1	91.4	87.3	6.7	145	9.0%
CC(=O)NCc1ccc2[nH]c(C)cc2c1	-17.6%	-10.3	179	8.8	94.0	85.2	10.3	179	1.4%
